# Screening data: PubChem, Broad Institute
# miR-122 sensor – miR-122 Renilla sensor signal increase in Huh7, primary screen, miR-122 inhibitor project, cell-based, single point, plate reader; hit rate 0.3% among 340,000; activation (reporter increase), % at 12.5 µM; Huh7 miR-122 Renilla luciferase sensor, 48 h; neutral wells = 0, positive control = 100; AID 602342, 2012;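 active = mean replicate activation score at least 90 and every replicate individually at or above 90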;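 also: higher luciferase means less miR-122 activity so hits act as miR-122 inhibitors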
# PGC1a acetyl inh – inhibitors of PGC1a acetylation signal, primary screen, cell-based, U2OS, AlphaScreen, inhibitor mode; AlphaScreen anti-acetyl-lysine; with virally co-expressed GCN5 acetyltransferase; inhibition, % at 15.6 µM; hit rate 0.17% among 350,000;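 active = every replicate shows inhibition of at least 40%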;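 also: 0% = neutral control wells and 100% = positive control wells; some results beyond the cut were filed as inactive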
# RAD52 anneal inh – RAD52 DNA annealing inhibitors, primary screen, biochemical, FRET, single point, set 2 | DNA repair protein RAD52 homolog (Homo sapiens), P43351 | recombinant RAD52 DNA annealing, FRET fluorescence | inhibition, % at 18.7 µM | hit rate 0.46% among 360,000;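 active = every replicate showing at least 50% inhibition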
# E-selectin induc – E-selectin induction in HUVECs, primary screen, imaging, HUVEC, immunofluorescence imaging, single point; normalized: neutral wells 0, TNF-alpha wells 100; hit rate 0.37% among 260,000; activation, % at 7.58 µM; P16581;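 active = mean E-selectin-positive cell signal at least 10% of the positive control, reached in at least 60% of replicates, without over 20% cell loss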;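 also: in these data hits start at about 27%; measured in HUVEC primary endothelial cells; signal is the percent of cells scored E-selectin positive by PE staining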
#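 Read-out: % PE-positive cells | Test system: HUVEC | Doses: One compound dose added by pin transfer | Buffer or medium: EGM-2 over gelatin coat | Signal: Immunofluorescence imaging | Benchmarks: TNF-alpha, DMSO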
# ERAP1 HTS inh – human ERAP1 aminopeptidase inhibitors, primary screen, biochemical, single point, plate reader; inhibition, % at 10.7 µM; AID 652197, 2013; recombinant ERAP1, Leu-AMC fluorescence, 60 min; hit rate 0.15% among 340,000; Endoplasmic reticulum aminopeptidase 1 (Homo sapiens), Q9NZ08;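 active = mean replicate inhibition of at least 30%, or all replicates individually reaching that 30% level; inactive = mean below 30% and not every replicate reaching it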;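 also: 0% = neutral control wells and 100% = L-leucinethiol positive control wells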
# PglD inh – C. jejuni PglD acetyltransferase inhibitors, primary screen, biochemical, DTNB colorimetric, single point; purified PglD enzyme, DTNB colorimetric CoA detection; hit rate 0.098% among 360,000; UDP-N-acetylbacillosamine N-acetyltransferase PglD (Campylobacter jejuni); AID 602405, 2012; inhibition, % at 12.5 µM; in the data active = inhibition above about 16%, passing the limit was not always enough; also: strong numbers were not always called active
# Cneo AK release – Cryptococcus neoformans cell lysis inducers, primary screen, AK release luminescence, single concentration. C. neoformans lysis, adenylate kinase release luminescence, 4 h; normalised: neutral wells 0, clomiphene wells 100. lysis activity, % at 15 µM. hit rate 0.2% among 360,000. AID 651654, 2012;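 active = mean lysis activity across replicates of at least 80%, whatever share of replicates individually reach that level; inactive = mean lysis activity below 80%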
#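 Schedule: static 4 h at 37 °C with compound, 1 h detection; system: C. neoformans cells; benchmarks: Clomiphene as positive control; buffer or medium: fresh YPD medium; measure: luminescence rise reflecting yeast cell lysis; measured by: luminescent adenylate kinase detection reagent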
# RAD54 branch – inhibitors of human RAD54 branch migration, primary screen, biochemical, fluorescence, single point; inhibition, % at 10.4 µM; DNA repair and recombination protein RAD54-like (Homo sapiens), Q92698; hit rate 0.14% among 360,000; RAD54 Holliday junction branch migration, FAM/BHQ fluorescence;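 active = mean normalized replicate activity at least 40 and at least half of replicates scoring 40 or more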;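 also: 0% = median of neutral control wells and 100% = median of positive control wells; inhibitors cause a drop in the FAM fluorescence signal; in these data hits start at about 50%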
# Target sequence (Q92698 whole entry, looked up): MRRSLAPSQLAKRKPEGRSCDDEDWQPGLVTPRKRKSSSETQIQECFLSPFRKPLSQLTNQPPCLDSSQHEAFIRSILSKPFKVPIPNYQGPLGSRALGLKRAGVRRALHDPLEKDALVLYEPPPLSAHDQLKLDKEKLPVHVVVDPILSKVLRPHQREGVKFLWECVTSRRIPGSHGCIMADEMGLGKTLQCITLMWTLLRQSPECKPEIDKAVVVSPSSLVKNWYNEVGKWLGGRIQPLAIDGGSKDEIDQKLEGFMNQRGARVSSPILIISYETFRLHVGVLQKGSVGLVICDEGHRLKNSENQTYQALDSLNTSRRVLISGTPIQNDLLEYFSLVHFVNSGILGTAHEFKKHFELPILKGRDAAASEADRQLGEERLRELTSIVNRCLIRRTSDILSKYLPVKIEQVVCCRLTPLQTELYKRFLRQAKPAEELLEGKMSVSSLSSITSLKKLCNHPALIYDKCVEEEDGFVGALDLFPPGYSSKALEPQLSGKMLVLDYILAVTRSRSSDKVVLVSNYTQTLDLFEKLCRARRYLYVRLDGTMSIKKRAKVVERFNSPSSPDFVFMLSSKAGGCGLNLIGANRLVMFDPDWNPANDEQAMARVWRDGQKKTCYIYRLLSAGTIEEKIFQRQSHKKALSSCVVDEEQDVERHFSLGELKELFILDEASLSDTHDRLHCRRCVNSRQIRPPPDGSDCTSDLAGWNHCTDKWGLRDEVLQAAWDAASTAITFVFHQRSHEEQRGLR
# * = called active by the depositor; x = no result given; & = joins results of further samples; [ ] = another dose, or the depositor's remark.
SMILES,miR-122 sensor,PGC1a acetyl inh,RAD52 anneal inh,E-selectin induc,ERAP1 HTS inh,PglD inh,Cneo AK release,RAD54 branch
Cc1c(Cl)cnc(NC(=O)COC(=O)C2CCCC2)c1Cl,3,-1,-45,-0.3,0,0,-1,7
COc1ccc(S(=O)(=O)NC(=O)C2(C)CCN2C(=O)CC2CC2)cc1 (configuration not stated),-1,6,-54,-0.1,0,5,0,-4
CC1=C/C(=C(\c2cc(C)c(O)c(Br)c2)c2ccccc2S(=O)(=O)O)C=C(Br)C1=O,-11,-2,-3,0.1,21,-4,2,7
CC(C)CNC(=O)c1ccc(C2SCC(=O)N2Cc2ccccc2)cc1 (configuration not stated),5,-14,-30,x,2,x,x,x
CCC(C)NC(=O)c1cn(-c2cccc(C)n2)cn1 (configuration not stated),-9,2,x,x,x,x,6,3
COc1ccc(-n2nc(C(=O)NCC(=O)N3CCC(C)CC3)c3ccccc3c2=O)c(OC)c1,-7,2,-5,-0.1,1,0,-12,-5
c1ccc(CC2CCN(c3nnnn3-c3ccccc3)CC2)cc1,0,-13,x,x,x,5,0,7
O=C(C[C@H]1CC[C@H]2[C@@H](COC[C@@H](O)CN2S(=O)(=O)c2cccc(Cl)c2)O1)Nc1ccccc1,-6[16.7 µM],4,11,0.0,-1,-6,7,-3
O=C(C1=C[C@H](c2ccc(Br)cc2)C[C@H](OCCCCO)O1)N1CCN(Cc2ccccc2)CC1,x,1,-7&-46,0.0,4&-1,3&-6,2&1,-4&0
Cc1ccc(C)c(NC(=O)C2COc3ccccc3O2)c1 (configuration not stated),x,x,13,0.0,-8,5,-4,4
O=C(NCCc1nnc2ccc(NCc3ccc(Cl)cc3)nn12)c1ccccc1,-15,-1,-8,0.2,x,6,1,-1
C[C@@H]1CCCCO[C@@H](CN(C)Cc2ccccc2)[C@H](C)CN([C@@H](C)CO)C(=O)c2cc(N(C)C)ccc2O1,-4[16.7 µM],4,5,0.8,-4,-1,2,-4
Cc1ccc(NC(=O)COS(=O)c2ccc(C)cc2)cc1 (configuration not stated),19,-2,-18,x,-1,-3,-1,-2
CN(C)CC(=O)N1[C@@H](C#N)[C@@H](c2ccccc2-c2cccc(C(=O)N(C)C)c2)[C@@H]1CO,x,-7,-3,-0.2,4,x,x,x
O=C(NC1CCCCC1)C1CCN(c2ncccn2)CC1,3,12,-2,-0.2,0,-5,-1,4
Cn1c(/C=C/N(Cc2ccccc2)c2ccccc2)c([N+](=O)[O-])c(=O)n(C)c1=O,3,3,-9,2.5,1,4,1,3
O=S(=O)(Nc1ccc(Cl)cn1)c1cnc(Cl)c(Br)c1,18,10,-16,0.0,2,1,-1,10
COC(=O)c1c(-c2ccc(C)cc2)csc1NC(=O)C1CC=CCC1C(=O)O (configuration not stated),4,x,x,x,x,-2,2,-3
Cc1ccc(S(=O)(=O)N2CCOCC2)cc1C(=O)N1CCN(S(=O)(=O)c2ccccc2F)CC1,-5,0,3,-0.2,1,2,2,2
COc1cc(CNC2CCCC2)c(Br)cc1OCc1ccccc1,-4,-1,7,x,2,10,3,9
COc1cccc2cc(C(=O)N3CCc4ccccc43)c(=O)oc12,-8,2,x,x,x,2,-1,6
COc1cc(OC)cc(C(=O)NNC(=O)CCNS(=O)(=O)c2ccc(C)c(C)c2)c1,1,-2,-19,-1.4,-2,1,-1,-6
COc1ccc(C2C(C(N)=O)=C(C)Nc3nc(-c4ccccc4)nn32)cc1OC (configuration not stated),x,x,-11,x,-1,-1,3,9
COc1ccc2[nH]c(C(=O)O)c(NC(=O)c3cc(OC)c(OC)c(OC)c3)c2c1,-1,x,2,-0.1,4,-5,-3,-2
COc1ccc(N2CCN(CC(=O)Nc3ncc(C)s3)CC2)cc1,x,-2,-16,0.1,-1,0,-1,-2

# More compounds follow.
SMILES,miR-122 sensor,PGC1a acetyl inh,RAD52 anneal inh,E-selectin induc,ERAP1 HTS inh,PglD inh,Cneo AK release,RAD54 branch
CC(C)Cc1cc(C(=O)N2CCCC(CO)(Cc3ccc(F)cc3)C2)no1 (configuration not stated),1,-5,-26,0.0,-1,x,x,x
O=C1CN(C(=O)N[C@@H](Cc2ccccc2)C(=O)N[C@@H](C(=O)O)c2ccccc2)c2ccccc2N1,6,8,-21,x,3,1,0,-8
CCOc1ncccc1C(=O)OCc1ccccc1,8,11,-10,x,2,2,14,4
C[C@H](CO)N1C[C@H](C)[C@H](CN(C)S(=O)(=O)c2cn(C)cn2)OCCCC[C@H](C)Oc2ccc(NC(=O)Nc3ccc(C(F)(F)F)cc3)cc2C1=O,-11[16.7 µM],3,x,0.9,x,2,0,0
COCC#Cc1ccc2c(c1)O[C@H](CN(C)C(=O)c1ccccc1)[C@H](C)CN([C@H](C)CO)S2(=O)=O,-7[16.7 µM],-2,0,-0.1,-2,1,-1,-1
CCOc1ccc(NC(=O)COc2nsnc2N2CCCCC2)cc1,-6,-17,x,x,x,9,-3,2
NC(=S)NNC(=O)COc1ccccc1O,1,-1,-10,-0.6,x,2,-1,7
Cc1cc(C)c(C#N)c(SCC(=O)N(CCC#N)c2ccc3c(c2)OCCO3)n1,-1,0,-7,2.8,-3,0,1,1
CN(CC(=O)NC1CC1)S(=O)(=O)c1ccc(Br)cc1,-1,x,-4,0.0,1,1,4,6
Cn1c(=O)c(S(=O)(=O)C(C)(C)C)c(O)c2ccccc21,-8,x,x,x,x,-3,4,-24
COc1ccc(CN(C)C[C@H]2OCCCC[C@@H](C)Oc3ccc(NS(=O)(=O)c4c(C)noc4C)cc3C(=O)N([C@@H](C)CO)C[C@H]2C)cc1,-11[16.7 µM],-6,28,-0.2,2,1,1,4
CCOc1ccccc1/C=N/NC(=O)c1cc(C(C)C)[nH]n1,x,x,1,x,-2,-6,-2,3
O=C(NCCc1ccccc1)C1CCCN(C(=O)Nc2ccc(F)cc2)C1 (configuration not stated),5,-1,-14,-0.1,-4,2,1,0
COc1ccc2c(c1OC)C(=O)N1c3cccc(Cl)c3C(=O)OC21 (configuration not stated),-2,-13,x,x,x,-1,3,-5
CN(C)CC(=O)N1CCCCN2[C@H](C1)[C@@H](c1ccc(-c3cccnc3)cc1)[C@@H]2CO,6[16.7 µM],9,20,-0.2,0,0,-1,17
COc1ccccc1CNC(=O)C[C@@H]1CC[C@@H]2[C@@H](COc3ccc(NS(=O)(=O)c4ccc(C)cc4)cc3C(=O)N2C)O1,-20[16.7 µM],-4,7,0.1,-2,-1,-2,-7
CCOC(=O)N1CCN(C(=O)c2ccc(CNS(=O)(=O)c3ccc(OC)cc3)cc2)CC1,-2,12,x,x,x,6,5,-3
O=C(CC1CCCCC1)NCCCN1CCOCC1,-5,-3,-16,x,1,-3,0,-8
CCOc1ccc(C(=O)NCC(=O)N2CCC3(CC2)NCCc2[nH]cnc23)cc1,-7,0,-8,-0.1,0,0,-2,-14
N#Cc1nc(-c2cccc3ccccc23)oc1NCCN1CCOCC1,7,-8,1,x,-18,-4,-1,6
COc1ccc(S(=O)(=O)Nc2ccc3c(c2)C(=O)N([C@H](C)CO)C[C@@H](C)[C@@H](CN(C)S(=O)(=O)c2cn(C)cn2)O3)cc1,2[16.7 µM],-4,5,0.2,1,-3,-2,2
O=C(NCc1ccc(Cl)cc1)c1noc2c1CCCC2,-12,-3,x,x,x,-2,1,-8
N/C(=N\O)c1ccccc1N1CCCCC1,-4,x,0,0.1,6,3,2,1
CCOCC(=O)Nc1ccc(S(=O)(=O)Nc2ncccn2)cc1,-3,11,x,x,x,4,1,-1
O=C(NCCCc1ccccc1)C(=O)NCC1OCCN1S(=O)(=O)c1cc(F)ccc1F (configuration not stated),-13,2,-21,0.0,1,-2,0,-1

# Whole records as entered above. Order of values: miR-122 sensor, PGC1a acetyl inh, RAD52 anneal inh, E-selectin induc, ERAP1 HTS inh, PglD inh, Cneo AK release, RAD54 branch
# CCOc1ncccc1C(=O)OCc1ccccc1 is listed with 8, 11, -10, x, 2, 2, 14, 4
# O=C1CN(C(=O)N[C@@H](Cc2ccccc2)C(=O)N[C@@H](C(=O)O)c2ccccc2)c2ccccc2N1 is listed with 6, 8, -21, x, 3, 1, 0, -8

# Next records follow.
SMILES,miR-122 sensor,PGC1a acetyl inh,RAD52 anneal inh,E-selectin induc,ERAP1 HTS inh,PglD inh,Cneo AK release,RAD54 branch
COc1ccc(NC(=O)CNCc2ccc(Cl)cc2)cc1S(=O)(=O)N1CCOCC1,5,6,0,6.8,-2,3,3,-10
CCCCCn1ccc(=N)cc1,-28,6,x,x,x,-7,7,4
CCC(C(=O)NCCc1ccco1)n1nc(C)c2c(C)n(-c3ccccc3)nc2c1=O (configuration not stated),-3,-7,-11,x,-4,3,4,5
Cc1c(C(=O)Nc2ccc3c(c2)OCO3)sc2nc(-c3ccccc3)cn12,6,-31,x,x,x,1,0,5
O=C(COc1ccc([N+](=O)[O-])cc1)NNC(=O)Nc1cccc(F)c1,x,10,2,-0.7,-3,-2,-1,5
O=C(O)c1ccccc1NS(=O)(=O)c1cccc(NS(=O)(=O)c2cc(Br)ccc2Br)c1,-4,-3,-6,x,33*,0,2,0
CC1=C([N+](=O)[O-])C(c2ccccc2Cl)NC(=O)N1 (configuration not stated),x,x,-9,x,1,-1,-1,-7
CCCCn1nnnc1NCc1ccc(N(CC)CC)cc1,-5,-1,x,x,x,-4,3,-4
CCC(=O)N1CC(=O)N2[C@@H](CO)[C@@H](c3ccc(C#Cc4cccnc4)cc3)[C@@H]2C1,x,12,13,1.2,2,x,x,x
C[C@H](CO)N1C[C@H](C)[C@@H](CN(C)CC2CCCC2)Oc2ncc(C#Cc3ccncc3)cc2C1=O,2[16.7 µM],-23,-36,-0.2,1,-1,-1,3
COc1cc(/C=C(\NC(C)=O)C(=O)O)cc(OC)c1OC,5,14,-2,x,0,-2,1,-10
C[C@H](CO)N1C[C@H](C)[C@@H](CN(C)C)Oc2ncc(C3=CCCC3)cc2C1=O,-1[16.7 µM],5,-1,1.1,1,2,4,-5
S=C(Nc1ccc(N2CCOCC2)cc1)Nc1ccc2nc(-c3ccco3)c(-c3ccco3)nc2c1,-5,-18,x,x,x,-1,-11,1
COc1ccc(C#Cc2ccc([C@@H]3[C@@H](CO)N4C(=O)CN(C(=O)c5ccncc5)C[C@@H]34)cc2)cc1,x,4,-16,0.4,1,x,x,x
Cn1nc(-c2ccc(Cl)cc2)cc1NC(=O)CSCC(=O)O,-2,4,-5,6.0,3,-1,-1,-4
COc1ccc(Cc2nnc(NC(=O)c3cc(OC)c(OC)c(OC)c3)s2)cc1,-3,11,-12,0.8,-3,-1,-3,3
CC(OC(=O)c1cc(=O)[nH]c2ccccc12)C(=O)Nc1ccccc1F (configuration not stated),-1,-16,-14,0.0,15,2,-1,-4

# Entries above that bear a hit mark in ERAP1 HTS inh:
Compound	miR-122 sensor	PGC1a acetyl inh	RAD52 anneal inh	ERAP1 HTS inh	PglD inh
O=C(O)c1ccccc1NS(=O)(=O)c1cccc(NS(=O)(=O)c2cc(Br)ccc2Br)c1	-4	-3	-6	33*	0
